Source: PubChem BioAssay
NOD1 inhibition: NOD1 signaling inhibitors, primary screen, cell-based, luminescence, uHTS (AID 1578); NOD1-driven NF-kB luciferase reporter cells, luminescence; higher % means a stronger effect; 290,000 tested, 1% active; inhibition, % at 4 µM, or EC50 in µM where a hit was titrated; in the data active = inhibition mostly above about 36%, no sharp cut-off; inactive = mostly below about 34%;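 note: HEK-293T reporter cells stimulated with the NOD1 agonist gamma-tri-DAP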
NTR1 ag: agonists of NTR1, primary screen, imaging, U2OS cells, beta-arrestin-GFP, high content (AID 493036) | NTR1-U2OS beta-arrestin-GFP spot imaging, agonist mode | 330,000 tested, 0.17% active | activation, % at 20 µM;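 active = activation at or above 40% of the spot to cytoplasm intensity ratio, with at least 20 cells analyzed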;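 note: 0% = DMSO without peptide and 100% = 100 nM NTR1 peptide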
Target sequence (P30989 whole entry, looked up): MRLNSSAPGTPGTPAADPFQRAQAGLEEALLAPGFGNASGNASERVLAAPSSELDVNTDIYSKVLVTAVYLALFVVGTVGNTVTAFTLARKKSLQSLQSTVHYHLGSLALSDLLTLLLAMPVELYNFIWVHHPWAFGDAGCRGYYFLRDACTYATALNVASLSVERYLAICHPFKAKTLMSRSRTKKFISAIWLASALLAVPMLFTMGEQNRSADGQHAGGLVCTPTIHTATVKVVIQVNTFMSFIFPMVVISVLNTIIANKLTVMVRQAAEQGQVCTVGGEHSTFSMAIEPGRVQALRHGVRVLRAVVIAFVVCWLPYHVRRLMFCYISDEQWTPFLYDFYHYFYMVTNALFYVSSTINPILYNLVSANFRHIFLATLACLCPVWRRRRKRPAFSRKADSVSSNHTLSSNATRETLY
KOR beta-arrestin-1: kappa opioid receptor blockers – cell-based, luminescence, uHTS (AID 1778); 290,000 tested, 0.091% active; inhibition, % at 10 µM, or IC50 in µM where a hit was titrated; KOR beta-arrestin recruitment, luminescence, antagonist mode; higher % means a stronger effect; note: strong numbers were not always called active
HEK293 NOD2/NF-kB: NOD2 signaling inhibitors, cell-based, luminescence, uHTS, HEK293 (AID 1566) | HEK293 NOD2/NF-kB luciferase reporter, luminescence; higher % means a stronger effect | inhibition, % at 4 µM, or EC50 in µM where a hit was titrated | 290,000 tested, 0.63% active; note: many of its hits are not listed in these tables
KOR beta-arrestin-2: kappa opioid receptor activators – cell-based, luminescence, uHTS, primary screen (AID 1777); KOR beta-arrestin recruitment, luminescence; higher % means a stronger effect; 280,000 tested, 0.02% active; activation, % at 10 µM, or EC50 in µM where a hit was titrated; in the data active = activation above about 50%, passing the limit was not always enough; note: a part of the inactive calls stands beside numbers as strong as those of hits
T cell HTS: T cell immune modulators affecting CD8 T cell-vesicle binding; 330,000 tested, 0.068% active; AID 2052; calls only at 7 µM; 2C CD8+ T cell-vesicle binding, flow cytometry; active compounds read low;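 active = response, share of CD8 T cells binding vesicles, and their 90th percentile fluorescence all below set limits, cut at about 80% in these data, passing the limit was not always enough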
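Material: murine 2C transgenic CD8+ T lymphocytes / Also added: QL9-peptide-loaded Drosophila micro-vesicles bearing Ld, ICAM-1 and B7-1 / Schedule: binding step 1.5 h, 37 °C, antibody labelling 20 min, ice / Signal: flow cytometry, PE anti-B7-1 (FL2) versus Alexa647 anti-CD8 (FL8), PFA-fixed / Evaluation: percent CD8+ FL2 mean versus row control / Benchmarks: naked versus QL9-loaded vesicles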
GPR55 activation: GPR55 agonists via beta-arrestin recruitment, primary screen, imaging, U2OS cells, beta-arrestin-GFP redistribution (AID 1961). U2OS GPR55 beta-arrestin-GFP redistribution imaging; higher % means a stronger effect. one-dose activation, % at 10 µM; EC50 in µM for titrated hits. 290,000 tested, 0.048% active;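 active = activation above 40% with more than 50 cells counted in the well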;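 note: U2OS osteosarcoma cells stably expressing GPR55 and beta-arrestin-GFP; plate controls were DMSO negative control for no effect and LPI positive control for full effect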
GPR55 antagonists: GPR55 antagonists blocking LPI-driven arrestin recruitment, primary screen, imaging, U2OS, beta-arrestin-GFP, LPI agonist (AID 2013). one-dose inhibition, % at 10 µM; IC50 in µM for titrated hits. U2OS GPR55 beta-arrestin-GFP translocation imaging, LPI antagonism; higher % means a stronger effect. 290,000 tested, 0.13% active;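 active = spots per cell inhibited over 60%, with over 100 cells counted and total cytoplasm intensity under 500,000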;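 note: U2OS cells stably carrying GPR55 and arrestin-GFP stimulated by 5 µM LPI near EC80; imaged beta-arrestin-GFP aggregate spots per cell after agonist stimulation; plate controls were LPI-stimulated DMSO wells for no effect and DMSO wells without LPI for full effect; some results filed as inactive read as strong as hits; confirmed hits need IC50 under 10 µM and bright autofluorescent wells are also inconclusive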
Myeloid diff 2: promotes myeloid progenitor differentiation. ER-HoxA9 myeloid progenitors, lysozyme-GFP differentiation, flow cytometry. 360,000 tested, 1% active. AID 624256. calls only at 10 µM;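 active = normalized GFP-positive differentiation at or above the plate's own cutoff, the solvent-only control mean plus 3 SD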;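 note: cells exposed to compound for four days before flow analysis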
T cell HTS vesicle-bound %: also measured in T cell HTS; calls as there; double positive events, %; measured here: CD8+ vesicle-bound cell fraction;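 binding gate set so that unloaded-vesicle control wells show 10% double positive cells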
NTR1 ag cell count 20 µM: further read-out of NTR1 ag, marked with its call; cell count; measured here: cell count, cytotoxicity flag
Myeloid diff 2 GFP+ MAC1+ %: also measured in Myeloid diff 2; calls as there; GFP+ MAC1+ double positive, %; measured here: differentiation confirmed by MAC1 staining
* marks the source's active call; other numbers are inactive results; i = inactive; x = no result given; [ ] = dose if it differs, or a comment. Cut-off read from the data, not from the text of the source, unless noted: active = inhibition above about 50%; inactive = the rest. A portion of the library; rates above refer to the full screens.

SMILES	NOD1 inhibition	NTR1 ag	NTR1 ag cell count 20 µM	KOR beta-arrestin-1	HEK293 NOD2/NF-kB	KOR beta-arrestin-2	T cell HTS	T cell HTS vesicle-bound %	GPR55 activation	GPR55 antagonists	Myeloid diff 2	Myeloid diff 2 GFP+ MAC1+ %
COc1cc(C(=O)NC(=S)N2CCCCCC2)cc(OC)c1OC	-42%	-0.1	49	-9%	9%	-3.2%	i	59	-0.6%	-3%	i	0.3
COC(=O)c1ccccc1NC(=O)C1CC=CCC1C(=O)O (configuration not stated)	x	1.0	84	3%	17%	0.2%	i	60	-0.1%	6%	i	3.7
Cn1cnnc1SCC(=O)NN1C(=O)NC(C)(c2ccccc2)C1=O (configuration not stated)	0%	1.0	56	33%	7%	1.4%	i	30	-0.1%	4%	i	0.2
COc1ccc(/C=C/C(=O)N(c2ccccn2)C2CCCCC2)cc1OC	-20%	-0.1	60	-15%	16%	-3.9%	i	22	-0.3%	-3%	i	0.6
CCOC(=O)N1CCN(C(=O)c2cccn3c(=O)c4cc(Br)ccc4nc23)CC1	-31%	0.1	60	-11%	2%	0.6%	i	30	0.1%	15%	i	0.7
O=C(/C=C/c1ccco1)Nc1sc2c(c1C(=O)O)CCC2	-49%	1.8	62	-23%	-44%	3.3%	i	46	0.3%	4%	i	0.6
CN(C)/C=N/c1nc2nccc(-c3cccnc3)n2n1	-37%	-1.6	98	-10%	-13%	-7.5%	i	35	1.7%	1%	i	0.1
Nc1nnc(SCc2ccccc2Cl)s1	-4%	1.0	46	3%	10%	6.3%	i	46	0.2%	-25%	i	1.0
Cc1ccc(NC(=O)N2CCCC(c3nc(-c4ccc(F)cc4)no3)C2)cc1 (configuration not stated)	-1%	0.4	65	24%	1%	1.7%	i	34	-1.5%	-6%	i	0.3
COc1ccc(/C=N/NS(=O)(=O)c2ccc(C)cc2)cc1OC(=O)c1ccccc1	-13%	2.2	51	-12%	18%	9.2%	i	59	-0.2%	3%	i	0.9
CC1CCCCN1C(=O)COC(=O)/C=C/c1ccc2ccccc2n1 (configuration not stated)	2%	0.9	50	6%	2%	-3.7%	i	45	-0.3%	-12%	i	0.4
Cc1cccnc1NC(=O)c1ccccc1NC(=O)C(C)(C)C	-30%	-2.5	92	28%	-1%	-5.3%	i	34	-0.3%	4%	i	0.9
CCOc1ccc(N(CC(=O)N/N=C/c2cccnc2)S(C)(=O)=O)cc1	-36%	-0.4	80	-5%	-4%	0.0%	i	40	-0.3%	3%	i	0.8
N#Cc1sc(NCc2cccc(Cl)c2)nc1Cl	4%	-1.4	81	4%	17%	40%	i	52	0.7%	15%	i	0.4
COc1ccccc1-n1c(SCC(=O)OC(C)C)nc2cccnc21	-15%	0.6	65	7%	-6%	-1.5%	i	43	-1.9%	-5%	i	0.8
O=C(NCc1c(Cl)cccc1Cl)c1ccc2nnsc2c1	-7%	-1.0	61	9%	7%	5.5%	i	53	-0.1%	13%	i	0.9
O=C(NN=C1CCCCCC1)c1c[nH]c2ccccc12	-32%	2.0	64	-16%	-23%	1.9%	i	36	1.4%	-14%	i	1.2
CCC(=Cc1ccc(CC)cn1)CC	6%	0.3	50	16%	22%	-1.9%	i	54	-0.1%	0%	i	0.6
O=C(c1cc2n(n1)C(C(F)(F)F)CC(c1ccc(Cl)cc1)N2)N1CCCC1 (configuration not stated)	14%	-1.1	81	-21%	22%	-2.3%	i	26	-0.1%	8%	i	0.6
Cn1cc(CN(CCO)Cc2cccs2)c(-c2ccccc2F)n1	-20%	-0.2	71	-24%[20 µM]	5%	-1.4%	i	54	-0.1%	-17%	i	0.2
COc1ccccc1NC(=O)NCCN1CCCCC1	-12%	0.1	62	9%	13%	1.2%	i	41	-0.2%	8%	i	0.1
CCCN1CN(Cc2ccccc2)CC2=C1CC(C)(C)CC2=O	15%	-0.8	72	-10%	-6%	6.1%	i	47	-0.2%	-2%	i	1.1
Cc1cccc(CN2CCN(CC(=O)O)C2=O)c1	-9%	x	x	22%	6%	-1.3%	x	x	0.1%	-8%	i	6.6
CCCCNC(=O)C(C#N)c1nc2ccccc2nc1N1CCN(c2ccccc2F)CC1 (configuration not stated)	-19%	0.8	54	17%	-34%	0.4%	i	18	-0.3%	4%	i	1.1
O=C(OCC(=O)N1CCN(c2ccccc2)CC1)c1ccc[n+]([O-])c1	-5%	-0.8	39	-20%	-2%	0.6%	i	31	-0.2%	-7%	i	0.5
COc1c[nH]n(C2CCCCC2)c(=O)c1=O	-4%	0.0	60	-1%	5%	5.7%	i	34	-0.2%	2%	i	7.5
Cc1cc(C)cc(NC(=O)Cn2c(=O)oc3cc(S(=O)(=O)N4CCC(C)CC4)ccc32)c1	11%	-1.2	51	11%	16%	-4.5%	i	14	-0.1%	5%	i	3.4
CC(C)n1cc(CNC(=O)C2CCC(=O)N(Cc3ccccc3F)C2)cn1 (configuration not stated)	-7%	-0.8	73	-15%	17%	-2.0%	i	27	0.3%	14%	i	0.8
CCCC(=O)Nc1ccc(C)c(O)c1	-19%	-0.4	61	-25%	13%	-4.1%	i	33	-0.1%	-12%	i	0.9
O=C(Nc1ccc(Br)cn1)c1ccc([N+](=O)[O-])o1	34%	-1.9	88	-1%	3%	-0.6%	i	49	0.7%	8%	i	0.0

Next part, starting with the last two of the part before.
SMILES	NOD1 inhibition	NTR1 ag	NTR1 ag cell count 20 µM	KOR beta-arrestin-1	HEK293 NOD2/NF-kB	KOR beta-arrestin-2	T cell HTS	T cell HTS vesicle-bound %	GPR55 activation	GPR55 antagonists	Myeloid diff 2	Myeloid diff 2 GFP+ MAC1+ %
CCCC(=O)Nc1ccc(C)c(O)c1	-19%	-0.4	61	-25%	13%	-4.1%	i	33	-0.1%	-12%	i	0.9
O=C(Nc1ccc(Br)cn1)c1ccc([N+](=O)[O-])o1	34%	-1.9	88	-1%	3%	-0.6%	i	49	0.7%	8%	i	0.0
Clc1ccc2nc(N3CCCCC3)sc2c1	-48%	10	34	15%	-103%	2.3%	i	44	-0.1%	1%	i	0.6
CCCc1ccc(OCCNC(=O)C2CCCCC2)cc1	4%	-1.7	81	-11%[20 µM]	10%	-1.6%	i	65	-0.1%	-4%	i	0.5
O=c1[nH]c(C2CCN(S(=O)(=O)c3ccc4c(c3)OCCO4)CC2)nc2c1nnn2Cc1ccc(F)cc1	-8%	0.2	36	-2%	27%	-1.2%	i	23	0.7%	0%	i	0.4
COC(=O)c1[nH]c2ccc(F)cc2c1NS(=O)(=O)c1ccc(F)c(C)c1	34%	0.3	64	-38%	9%	16%	i	17	-0.2%	-4%	i	1.3
CSc1nc2ccc(NC(=O)c3ccc(=O)n(C)n3)cc2s1	-31%	-1.1	86	-26%[20 µM]	-21%	-3.4%	i	48	-0.1%	0%	i	0.9
CCN(CC)S(=O)(=O)c1ccc(C(C)NC(=O)Cc2c[nH]c3ccccc23)cc1 (configuration not stated)	-17%	2.5	32	-7%	-28%	1.5%	i	40	-0.1%	-2%	i	0.4
CC(C)CCN(C(=O)Nc1ccccc1)C(C)c1cccs1 (configuration not stated)	24%	-1.2	57	7%	-5%	-0.9%	i	11	0.0%	-2%	i	0.3
O=C(Nc1nc2ccc3ccccc3c2s1)c1ccc(N2CCCCC2)c([N+](=O)[O-])c1	-34%	4.9	62	5%	17%	-4.6%	i	52	-0.1%	8%	i	0.3
O=C(NCc1ccco1)c1cnc2ccccn2c1=O	-11%	-1.5	95	-7%	-9%	-4.0%	i	46	-0.1%	8%	i	1.3
CC1=CC(=O)CC2C1(C)CCC(C)C2(C)CCC(C)CC(=O)O (configuration not stated)	3%	-1.6	80	29%	19%	0.2%	i	41	0.0%	12%	i	4.0
Cc1cnc(NC(=O)CSc2ncn(-c3ccccc3)n2)s1	-18%	-0.9	53	-8%	14%	12%	i	50	0.9%	10%	i	1.2
CCc1cc2c(=O)c(-c3nc4ccccc4n3C)coc2c(CN2CCCC(C)C2)c1O (configuration not stated)	7%	0.0	84	-6%	22%	-3.9%	i	9	-0.1%	-1%	i	0.7
Cc1nc([N+](=O)[O-])c(Br)n1CC(=O)c1ccccc1	29%	2.5	45	-4%	17%	-2.9%	i	8	0.0%	2%	i	0.6
CCOc1cc(/C=C2\C(=O)N(c3cccc(C(=O)O)c3)N=C2C(F)(F)F)ccc1OCC(=O)Nc1ccccc1OC	-34%	1.9	68	-14%	-6%	2.3%	i	23	0.0%	1%	x	x
Cc1ccc(-c2nc(-c3ccccn3)sc2CC(=O)O)cc1	-3%	1.9	47	-5%	7%	4.1%	i	25	0.0%	-10%	i	0.3
CCOc1cc(C2NC(=O)NC(O)(C(F)(F)F)C2C(=O)c2ccccc2)ccc1OC (configuration not stated)	-6%	-2.6	49	23%	7%	1.3%	i	57	0.1%	-8%	i	2.0
COc1ccc2cc(S(=O)(=O)N3CCOCC3)ccc2c1	-6%	0.4	82	-28%	12%	-2.7%	i	27	-0.2%	6%	i	0.4
CSc1cccc(NC(=S)NN(C)C)c1	1%	-0.6	48	8%	9%	1.5%	i	15	-0.1%	8%	i	0.4
CC1=NCC(C)c2c1[nH]c1ccccc21 (configuration not stated)	0%	-1.1	64	17%	24%	-4.4%	i	17	0.2%	13%	i	1.6
COc1cccc(-c2ccc(SCC(=O)NCCc3ccccc3)nn2)c1	-6%	2.3	56	-8%	-22%	-1.9%	i	31	0.2%	-1%	i	0.8
COCCn1c(SCC(=O)Nc2cccc(F)c2)nc2c([nH]c3ccccc32)c1=O	-32%	-0.4	62	5%	-20%	-6.0%	i	6	0.0%	17%	i	0.7
CCOc1cccc(-c2cc(=O)[nH][nH]2)c1	-25%	0.3	52	-12%	8%	2.7%	i	16	-0.3%	5%	i	0.6
O=C(O)/C=C/c1ccccc1[N+](=O)[O-]	2%	0.9	54	14%	15%	0.6%	i	35	0.4%	-8%	i	0.7
COc1ccc(-c2cn[nH]c2-c2ccc(OCc3ccccc3)cc2O)cc1OC	28%	14	48	x	-14%	6.2%	i	27	-0.1%	-6%	i	0.4

3 compounds out of the list above, sorted by the number in KOR beta-arrestin-1, rising.
smiles,KOR beta-arrestin-1
CCOc1cccc(-c2cc(=O)[nH][nH]2)c1,-12%
COCCn1c(SCC(=O)Nc2cccc(F)c2)nc2c([nH]c3ccccc32)c1=O,5%
O=C(O)/C=C/c1ccccc1[N+](=O)[O-],14%
